Screening results from PubChem.
Exocytosis inh – lytic granule exocytosis inhibition | 360,000 compounds, 0.66% hits | AID 651702 | TALL-104 LAMP-1 surface exposure, flow cytometry; cells stimulated with thapsigargin and PMA | inhibition, % at 10 µM;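 active = inhibition above about 55%, limit read from the data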
Glyco luc inh – blocks N-linked glycosylation in D54 reporter cells; D54 ERlucT glycosylation luciferase reporter, 24 h; percent of 100 nM tunicamycin response; reporter increase, % at 12.5 µM; 360,000 compounds, 0.23% hits; AID 588692;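 active = mean luciferase reporter signal, scaled so untreated is 0 and the glycosylation-blocking control 100, at or above a set limit in every replicate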;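 note: luciferase carries N-glycosylation sites so blocking glycosylation raises the light; 0% = median of neutral control wells and 100% = median of 100 nM tunicamycin wells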
H9c2 protect – myocardial damage modulation in H9c2 cells; 360,000 compounds, 0.63% hits; AID 588492; H9c2 cardiomyocytes, H2O2 injury protection, ATPLite, 2 h; protection from H2O2 cell death, % at 20 µM;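 active = compounds giving at least 50% protection of heart cells from peroxide-induced death in the single-dose screen, raw or plate-pattern-corrected value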;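 note: 0% = DMSO wells with peroxide and 100% = DMSO wells without peroxide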
CaV13 ICDI inh – Disruptors of the CACNA1D IQ motif to Ca2+-dependent inactivation inhibitor domain association, primary screening, Förster resonance energy transfer in intact living …; HEK cells, CFP/YFP FRET ICDI-IQ, plate reader, 10 min; percent FRET-ratio fall versus neutral wells; inhibition, % at 12.3 µM; 340,000 compounds, 0.098% hits; AID 743397;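 active = mean replicate inhibition of at least 30% and at least 1% of replicates passing that level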;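 note: 0% = median of the neutral control wells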
MC4R antag cAMP – blocks human MC4R cAMP signaling. 360,000 compounds, 0.48% hits. P32245. inhibition, % at 6.5 µM. MC4R-expressing cells, MTII-stimulated cAMP, LANCE TR-FRET;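 active = inhibition above its plate's cutoff, the mean of tested wells on that plate plus 3 SD, cut at about 29% in these data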;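 note: 0% = Melanotan II alone and 100% = Melanotan II plus saturating MCL0020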
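Assay system: human MC4R-expressing U2OS cells; reagent: Melanotan II stimulation of cells; dosing: 6.5 µM single dose; timing: compound 30 min, challenge 1 h, detection 1 h; signal: TR-FRET cAMP assay; replicates: one well per compound, no replicates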
HTR2A ag – agonists of mouse serotonin 5-HT2A receptor (HTR2A); P35363; CHO-K1 mHTR2A beta-arrestin complementation, luminescence; percent of 30 µM serotonin response; activation, % at 7.6 µM; 360,000 compounds, 0.66% hits; AID 624169;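 active = activation above a run cutoff, the mean activation of all tested compounds plus 3 SD, cut at about 14% in these data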;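 note: 0% = plate median of compound wells and 100% = 30 µM serotonin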
Target sequence (P35363 whole entry, looked up): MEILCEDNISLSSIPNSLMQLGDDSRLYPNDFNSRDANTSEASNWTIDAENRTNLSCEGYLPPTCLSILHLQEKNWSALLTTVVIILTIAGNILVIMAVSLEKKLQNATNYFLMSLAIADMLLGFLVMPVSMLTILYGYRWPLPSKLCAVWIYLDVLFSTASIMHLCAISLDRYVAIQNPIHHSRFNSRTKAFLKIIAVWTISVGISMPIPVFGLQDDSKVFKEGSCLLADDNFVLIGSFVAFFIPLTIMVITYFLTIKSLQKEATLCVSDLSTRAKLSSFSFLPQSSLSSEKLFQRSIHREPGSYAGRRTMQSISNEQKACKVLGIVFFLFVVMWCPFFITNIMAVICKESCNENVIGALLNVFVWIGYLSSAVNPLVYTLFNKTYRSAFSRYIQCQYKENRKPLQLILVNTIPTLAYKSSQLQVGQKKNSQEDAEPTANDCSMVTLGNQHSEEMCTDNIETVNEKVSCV
ABCB6 inh 2 – inhibitors of human ABC transporter ABCB6; K562-ABCB6 porphyrin accumulation, flow cytometry, 1 h; active compounds read low; Q9NP58; fluorescence ratio to DMSO, % at 10 µM; AID 602162; 360,000 compounds, 0.19% hits;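 active = fluorescence ratio to DMSO below 75%, the collection mean minus 3 SD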;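 note: signal is porphyrin accumulated inside mitochondria; 100% equals median channel fluorescence of DMSO control wells; lower ratio means ABCB6 inhibition with less porphyrin fluorescence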
PDI turbidity – blocks human protein disulfide isomerase activity; 350,000 compounds, 0.052% hits; inhibition, % at 10 µM; P07237; PDI insulin aggregation turbidity, A650, 90 min;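 active = mean inhibition across replicates of 30% or more, whatever share of single replicates reach that level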;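 note: absorbance from insulin aggregation driven by PDI reduction with DTT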
Target sequence (P07237 whole entry, looked up): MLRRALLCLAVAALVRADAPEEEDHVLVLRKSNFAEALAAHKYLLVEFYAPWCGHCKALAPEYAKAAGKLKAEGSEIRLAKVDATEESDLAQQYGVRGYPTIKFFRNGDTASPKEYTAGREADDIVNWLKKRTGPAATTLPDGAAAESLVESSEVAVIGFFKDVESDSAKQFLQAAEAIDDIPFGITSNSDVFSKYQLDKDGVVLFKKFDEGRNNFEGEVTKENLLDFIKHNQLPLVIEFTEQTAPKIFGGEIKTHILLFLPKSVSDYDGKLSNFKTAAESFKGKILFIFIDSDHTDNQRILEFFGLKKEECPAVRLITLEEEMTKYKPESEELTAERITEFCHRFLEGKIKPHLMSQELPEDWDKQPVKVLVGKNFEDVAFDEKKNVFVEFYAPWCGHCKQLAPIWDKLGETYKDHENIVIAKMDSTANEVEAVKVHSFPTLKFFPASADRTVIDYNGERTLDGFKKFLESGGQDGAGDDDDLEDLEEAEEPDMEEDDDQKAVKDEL
ABHD5-PLIN5 inh – ABHD5-PLIN5 protein interaction inhibition. inhibition, % at 4 µM. Q00G26+Q8WTS1. 360,000 compounds, 0.78% hits. Split G. princeps luciferase complementation, luminescence, 4 h;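 active = inhibition above the mean inhibition across every tested compound plus 3 SD, cut at about 22% in these data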;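 note: 0% = DMSO only wells and the 100% control is not disclosed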
MC4R ag barr – activates human MC4R beta-arrestin recruitment; activation, % at 8.9 µM; P32245; U2OS MC4R beta-arrestin complementation, luminescence; percent of melanotan II response, DMSO zero; 360,000 compounds, 0.98% hits;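 active = activation above a per-plate cutoff, the mean activation of sample wells on that plate plus 3 SD, cut at about 8% in these data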
Starred values were filed as active, the others as inactive; . = no result given. Rows were taken by chance (roughly 4.2% active in at least one column).

SMILES	Exocytosis inh	Glyco luc inh	H9c2 protect	CaV13 ICDI inh	MC4R antag cAMP	HTR2A ag	ABCB6 inh 2	PDI turbidity	ABHD5-PLIN5 inh	MC4R ag barr
CNC(=O)/C(C#N)=C\c1ccc(CNS(=O)(=O)c2ccccc2)o1	-4	-1	-3	-18	-4	-1	98	-1	-6	-1.6
O=C(NCC1CCCO1)c1cccnc1NCc1ccc(F)cc1 (centres undefined)	1	-1	-6	-3	2	-3	97	0	0	0.3
Nc1nc2ccc(Oc3ccccc3)cc2s1	-1	-5	-16	.	10	1	95	-7	6	-0.5
CC(=O)O[C@@H]1C[C@H]2C(C)(C)C(=O)C=C[C@]2(C)[C@H]2CC[C@@]3(C)[C@H](c4ccoc4)OC(=O)[C@H]4O[C@]43[C@@]21C	-4	-3	7	-11	13	6	96	-1	27*	-0.2
CC(=O)N1CCN(S(=O)(=O)c2ccccc2)C1c1ccccc1 (centres undefined)	2	2	-4	-6	0	3	98	-19	0	-0.5
CCOC(=O)CCCCC(=O)c1[nH]c(=O)[nH]c1Cn1cnc2ccccc21	-2	2	-2	-9	3	1	100	5	3	0.4
CCS(=O)(=O)C1=NN2C(=N)/C(=C\c3ccc(OCCOc4cccc(OC)c4)c(OC)c3)C(=O)N=C2S1	-13	2	-4	-4	9	0	104	-7	-3	0.7
Cc1ccc(S(=O)(=O)N2CCOC2CNC(=O)C(=O)NCCc2ccccc2)cc1 (centres undefined)	0	-1	-3	-4	4	-4	100	10	-6	-1.7
COc1ccc(CCNC(=O)CSc2nc3cc(Cl)ccc3o2)cc1OC	-2	0	1	.	8	8	100	-7	2	-1.7
CC1CC(C)CN(C(=O)COC(=O)c2ccc3c(c2)C(=O)N(Cc2ccco2)C3=O)C1 (centres undefined)	0	0	-1	-5	2	4	95	4	1	-1.8

Next section:
SMILES	Exocytosis inh	Glyco luc inh	H9c2 protect	CaV13 ICDI inh	MC4R antag cAMP	HTR2A ag	ABCB6 inh 2	PDI turbidity	ABHD5-PLIN5 inh	MC4R ag barr
COc1ccccc1NC(=O)CSc1n[nH]c(-c2cccnc2)n1	1	1	1	-3	15	5	105	3	2	-1.4
COC(=O)C1CCN(C(=O)COC(=O)c2oc3ccc(OC)cc3c2C)CC1	-1	0	5	-3	-2	0	97	3	5	-2.3
O=S(=O)(c1ccc2c(c1)CCCN2)N1CCCCC1	1	-2	-1	-3	-2	1	101	4	-3	-2.1
O=C1CN(C(=O)COC(=O)[C@@H]2CCCN2S(=O)(=O)c2ccc(Cl)cc2)c2ccccc2N1	4	2	3	-6	15	-1	95	18	-5	0.0
O=C(CNC(=O)N1CC(=O)Nc2ccccc21)NCCc1c[nH]c2ccccc12	-5	4	3	.	2	1	102	.	0	-1.1
O=C(Nc1ccc(Cl)cc1)c1ccco1	-4	1	5	-19	18	15*	96	0	0	-1.9
Cc1ccc(C2CC(c3ccccc3)=NN2C(=O)CSc2nnc(-c3ccncc3)n2C)o1 (centres undefined)	0	5	7	-5	1	4	103	6	1	-1.2
Cc1ccc(S(=O)(=O)N2c3ccccc3-c3c(ssc3=S)C2(C)C)cc1	-2	-9	-6	-5	13	-5	100	-3	-2	-1.0
NS(=O)(=O)c1ccc(CCNC(=O)c2ccc(S(=O)(=O)N3CCCCC3)cc2)cc1	-5	0	-2	-3	8	1	101	-2	5	0.6
Cc1cccc(NC(=O)C(=O)NCC2CCCN2S(=O)(=O)c2cccs2)c1 (centres undefined)	-2	-1	3	-17	-3	-5	98	-1	0	-1.9

More entries follow:
SMILES	Exocytosis inh	Glyco luc inh	H9c2 protect	CaV13 ICDI inh	MC4R antag cAMP	HTR2A ag	ABCB6 inh 2	PDI turbidity	ABHD5-PLIN5 inh	MC4R ag barr
COc1cc(Cl)c(C)cc1NC(=O)COC(=O)c1cc(SC)ccc1Cl	-1	0	-5	-10	11	0	99	17	-9	-0.9
CN(C)C(CNC(=O)c1cccc(S(=O)(=O)N(C)C)c1)c1ccccc1 (centres undefined)	3	-2	13	.	11	-7	104	-1	0	-0.7
O=C(O)CC1(CC(=O)N2CCC(C(=O)O)CC2)CCCC1	2	0	-4	-2	5	7	95	1	7	1.0
C=CCn1c(C)cc(C(=O)COC(=O)C2CC(=O)N(Cc3ccccc3)C2)c1C (centres undefined)	0	3	-3	0	-7	-3	85	-6	1	-1.8
CCOC(=O)C1CCN(S(=O)(=O)c2ccc3c4c2CC(=O)N4CC(C)S3)CC1 (centres undefined)	2	2	5	-5	2	0	98	-12	-5	0.2
COCc1ccc(C(=O)Nc2ccccc2C(=O)NCc2cccnc2)cc1	-1	2	-4	-7	-3	0	92	-8	0	-0.2
O=C(c1cc(-c2ccccc2Cl)nc2ccc(Br)cc12)N1CCN(c2ccccn2)CC1	15	-6	-16	-7	15	-5	94	-1	5	-3.6
COc1ccc2oc(=O)c(C(=O)N3CCN(C(=O)c4ccccc4)CC3)cc2c1	-6	-1	-1	-7	-2	5	106	-2	5	-0.9
CC(=O)C1=C(O)C(=O)OC1c1ccc(C)cc1 (centres undefined)	0	-1	0	-5	6	-1	99	-9	-1	-2.6
CN(C1CCCCC1)S(=O)(=O)c1ccc2c(c1)CCC(=O)N2	0	1	0	-8	11	-4	103	-1	7	-4.4

Going on with the list.
SMILES	Exocytosis inh	Glyco luc inh	H9c2 protect	CaV13 ICDI inh	MC4R antag cAMP	HTR2A ag	ABCB6 inh 2	PDI turbidity	ABHD5-PLIN5 inh	MC4R ag barr
COc1ccccc1-c1ccc(=O)n(CC(=O)NC(C)(C)C)n1	-1	-2	1	-7	2	10	96	-14	3	-0.2
O=C(NNC(=O)c1ccc(SCC2CCCO2)c([N+](=O)[O-])c1)c1ccc(F)cc1 (centres undefined)	-2	1	-4	-8	9	6	100	0	4	-1.7
Cc1cc(C)c2cc(CN(Cc3cccs3)Cc3nnnn3CC3CCCO3)c(=O)[nH]c2c1 (centres undefined)	-2	-3	11	-7	3	8	101	-2	-1	1.3
COc1ccc(CNC(=O)CSc2nc(SC)ns2)cc1	0	3	2	-2	5	-1	98	-14	-3	0.1
Cc1csc2ncnc(N3CCN(C(=S)Nc4ccc(C(F)(F)F)cc4)CC3)c12	-9	-3	-17	-4	4	-4	93	4	3	3.2
COc1ccc(-c2[nH]ncc2Oc2ccccc2OC)c(O)c1	-2	2	-2	-8	12	-15	103	-3	-1	3.7
CCOC(=O)c1c(C)[nH]c(C)c1S(=O)(=O)N(C)CC(=O)N(C)Cc1ccccc1	-1	-1	3	-2	4	2	99	9	-4	0.3
O=C(COC(=O)[C@H](Cc1c[nH]c2ccccc12)NC(=O)c1cccs1)NCc1ccccc1	40	2	8	-4	18	0	100	4	0	-2.1
COc1cc(Br)c(Br)c(Br)c1N	-4	-1	-4	3	-3	6	99	-11	2	-1.3
COc1ccccc1C(c1nnnn1C(C)(C)C)N1CCN(C(=O)c2ccco2)CC1 (centres undefined)	-1	-2	6	.	0	4	89	15	1	0.3

The closing two entries of the section before are carried over, then new ones follow:
SMILES	Exocytosis inh	Glyco luc inh	H9c2 protect	CaV13 ICDI inh	MC4R antag cAMP	HTR2A ag	ABCB6 inh 2	PDI turbidity	ABHD5-PLIN5 inh	MC4R ag barr
COc1cc(Br)c(Br)c(Br)c1N	-4	-1	-4	3	-3	6	99	-11	2	-1.3
COc1ccccc1C(c1nnnn1C(C)(C)C)N1CCN(C(=O)c2ccco2)CC1 (centres undefined)	-1	-2	6	.	0	4	89	15	1	0.3
COCC(=O)N1CCC(Oc2ccc(C(=O)NC(C)c3nccs3)cc2)CC1 (centres undefined)	-2	.	0	-3	6	4	104	-5	-4	-4.4
Cc1nn(-c2ccccc2)c(Cl)c1/C=N/Nc1ccc(S(=O)(=O)Nc2ccccc2C(=O)O)cc1[N+](=O)[O-]	-2	-2	-18	-7	7	-2	146	3	0	-1.0
COc1ccc(/C=C/C(=O)c2ccc(C(=O)/C=C/c3ccc(OC)c(OC)c3)cc2)cc1OC	-3	15	15	-18	7	4	96	3	55*	-1.8
NC(Cc1ccc(F)cc1)c1csc(Nc2ccc(C(=O)c3ccccc3)cc2)n1 (centres undefined)	27	-7	-26	-11	6	1	95	5	0	13*
CCCn1c(CN2CCN(C(=O)c3ccco3)CC2)nc2c1c(=O)n(C)c(=O)n2C	-9	3	-6	-6	5	-1	99	.	-15	1.3
N#Cc1ccc(N2C(=O)[C@@H]3C(C(=O)C(c4ccccc4)c4ccccc4)=NN[C@@H]3C2=O)cc1	-4	1	0	-2	1	0	98	0	14	6.6
CCc1ccc(OCc2nnc(SCC(=O)NCC3CCCO3)n2C)cc1 (centres undefined)	-11	0	-3	-3	-3	4	102	11	3	-0.2
O=C(COC(=O)c1nc(Cl)ccc1Cl)Nc1ccc(Cl)cc1	2	1	2	-5	2	2	101	-3	-3	0.1
CC1=C(C(=O)N(C(C)C)C(C)C)CC(CC(=O)NCc2cccs2)C(=O)N1Cc1ccc(C(C)(C)C)cc1 (centres undefined)	3	-1	-2	-4	.	1	101	.	1	.
CCN(C(=O)Cc1c(C(=O)O)n(CC)c2ccccc12)c1ccccc1C	17	-1	9	-2	5	0	96	0	6	0.1
Cn1cccc1/C=C1\SC(=Nc2cccc(O)c2)NC1=O	1	23	8	-3	-10	-6	102	-1	8	-0.7
Cc1cc(OCC(=O)OCC(=O)N2CC(C)CC(C)C2)ccc1Cl (centres undefined)	1	1	-2	-5	7	6	101	12	1	-2.2
O=c1oc2ccccc2cc1-c1cn(-c2ccccc2)c(=S)[nH]1	2	-19	-22	-5	-28	2	102	-14	-2	2.4
